SW480 rerep – inducers of DNA re-replication in SW480 colon cancer cells. SW480 DNA re-replication, Hoechst DNA content imaging, 48 h. Potency, µM (top dose mostly 46.1 µM), without a hit: at the highest dose re-replication activation, actives largely listed as activators. 340,000 tested, 1.8% active. AID 624297; also: potency is read from the fitted curve at half-maximal effect; % of control where 0% means no effect; nearly all actives have a fitted effect of over 55% in size
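DNA re-replication was detected as more nuclei of elevated Hoechst intensity after 48 hr exposure to compound (23 nL pinned per well of 250 cells).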
ATXN viability – viability counter-screen for ATXN expression inhibitors. S2 cells (HEK-293 line with an ATXN2-luciferase reporter) viability, CellTiter-Fluor protease fluorescence, 24 h. AID 651635. 400,000 tested, 0.49% active. Potency, µM (series often up to 56.7 µM), most hits filed as cytotoxic; also: potency is read from the fitted curve at half-maximal effect; nearly all actives have a fitted effect of over 40% in size
HT1080 IDH1KD tx – HT-1080 IDH1 knockdown cell toxicity (counter line); HT-1080 IDH1 knockdown viability, ATP luminescence, 48 h; 360,000 tested, 2% active; Potency, µM (highest dose often 46.1 µM), inactives show at the top dose activity, negative = toxicity, actives largely listed as cytotoxic;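 also: potency is read from the fitted curve at half-maximal effect; 0% = DMSO wells and -100% = cell-free medium wells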
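HT-1080-IDH1KD cells (IDH1 knocked down), 750/well in RPMI with 5% FBS, treated with compound 48 h at 37 degrees C. Viability by CellTiter-Glo luminescence, normalised to DMSO and no-cell wells; concentration-response curves classed.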
MCF10A rerep – DNA re-replication induction in MCF 10a cells; MCF 10A DNA re-replication, Hoechst nuclear intensity, 48 h; Potency, µM (titrated, usually from 46.1 µM), inactives show top-dose activity, positive = re-replication, actives largely listed as activators; 350,000 tested, 2.9% active; AID 624296; also: potency is read from the fitted curve at half-maximal effect; % of control where 0% means no effect; nearly all actives have a fitted effect of over 50% in size
IL-1B inflam inh – inflammasome signaling inhibition, IL-1 beta readout; THP-1 LPS/ATP IL-1B secretion, AlphaLISA, 16 h; hits give low values; activity change, % at 57.5 µM; 360,000 tested, 4.7% active; AID 743279; in the data active = activity change below about -50%; inconclusive = mostly about -30% to -49%; also: % is scaled to controls: 0 for no effect and ±100 for the full control effect
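THP-1 cells pretreated 1 hr with compounds (up to 57.5 uM final), then stimulated with LPS (250 ng/mL final) plus ATP (1.25 mM final); secreted IL-1B measured by AlphaLISA after 16 hr, decreased signal indicating inhibition.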
KB-3-1 cytotox – KB-3-1 parental cell cytotoxicity | KB-3-1 viability, CellTiter-Glo ATP luminescence, 72 h | Potency, µM (top dose mostly 46.1 µM), for inactives: at the highest dose activity change, negative = cytotoxic, hits mostly cytotoxic | 400,000 tested, 1.4% active; also: potency is read from the fitted curve at half-maximal effect; % is scaled to controls: 0 for no effect and ±100 for the full control effect; nearly all actives have a fitted effect of over 60% in size
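Screening of KB-3-1 cells (DMEM, 10% FBS, phenol-red free) ran from lowest to highest compound concentration; after 72 h at 37 °C viability was read luminescently and curves fitted.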
HT1080NT lethal – kills 2HG-producing HT-1080-NT fibrosarcoma cells; HT-1080-NT fibrosarcoma viability, CellTiter-Glo ATP luminescence, 48 h; Potency, µM (titrated, usually from 46.1 µM), for inactives: at the top dose activity, negative = less viability, hits mostly cytotoxic; 360,000 tested, 1.6% active; AID 686970;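 also: NT is the 2HG producing partner of a matched IDH1 knockdown line; potency is read from the fitted curve at half-maximal effect; 0% = DMSO-treated cells and -100% = media-only wells without cells; nearly all actives have a fitted effect of over 55% in size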
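Viability by CellTiter-Glo luminescence after 48 h compound exposure at 37C of HT-1080-NT cells (750/well, RPMI, 5% FBS). % activity scaled between DMSO wells and medium-only wells, then curve-fitted and categorized by curve class.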
ATXN2 expr inh – inhibitors of ATXN2 expression; Potency, µM (top dose mostly 57 µM), inactives show top-dose activity change, negative = inhibition, most hits filed as inhibitors; 360,000 tested, 0.72% active; HEK-293 ATXN2-luciferase reporter, luminescence, 24 h; AID 1745845; also: potency is read from the fitted curve at half-maximal effect; % is scaled to controls: 0 for no effect and ±100 for the full control effect; nearly all actives have a fitted effect of over 55% in size
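qHTS (up to 57 uM final) was run with 24 h compound exposure of reporter cells at 37 °C. Each well was multiplexed: SteadyGlo luminescence measured ATXN2-luciferase expression after a fluorogenic Gly-Phe-AFC viability readout (25 uM final).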
HepG2 tox – kills HepG2 cells in TGF-b inhibitor counter-screen. Potency, µM (titrated, usually from 46.1 µM), without a hit: top-dose activity change, negative = cytotoxicity, most hits filed as cytotoxic. AID 588856. 410,000 tested, 0.76% active. HepG2 CAGA-GFP viability, ATP luminescence, 18 h; also: potency is read from the fitted curve at half-maximal effect; some results filed as inactive show a strong effect at the top dose
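CellTiter-Glo luminescence gave cytotoxicity after 18 hours at 37 degrees C. The cells were HepG2 CAGA-GFP in 1% FBS DMEM, stimulated with 500 pg/mL TGF-beta after compound addition. %Activity was normalised to no-cell wells (complete cell-killing) and DMSO (no toxicity), and curves were fitted and classified.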
* marks the source's active call; other numbers are inactive results; i = inactive; ? = inconclusive; nt = no result given; [ ] = dose if it differs, or a comment. Unless noted, calls follow the shape of the dose curve; as a rule, active = well fitted curve in the direction sought with a large enough effect; inconclusive = small, poorly fitted or top-dose-only effect, or another doubt; inactive = no such curve, though single readings can be large; an effect the other way counts as inactive or inconclusive. No enrichment for hits. Share with any hit: about 8.9%.

SMILES	SW480 rerep	ATXN viability	HT1080 IDH1KD tx	MCF10A rerep	IL-1B inflam inh	KB-3-1 cytotox	HT1080NT lethal	ATXN2 expr inh	HepG2 tox
COc1ccccc1N/C=C/c1onc(C)c1[N+](=O)[O-]	14%	nt	?	2%	-17	-20%	-20%	nt	-29%
COc1cc(C2C(C#N)=C(C)NC3=C2C(=O)CC(C)(C)C3)ccc1O (configuration not stated)	-1%	i	7%	1%	13	5%	6%	2%	-30%
COC(=O)c1ccc(CNC(=O)c2ccc(NS(=O)(=O)c3ccc4[nH]c(=O)[nH]c4c3)cc2)cc1	0%	?	0%	-2%	0	-2%	7%	1%	2%
Nc1ccc(-c2nc3cc(N)ccc3n2CCO)cc1	11%	i	0%	15%	-11	1%	0%	nt	-7%
O=C(NCCCN1CCOCC1)c1cccnc1SCc1ccccc1Cl	-1%	i	0%	-5%	-1	3%	13%	nt	9%
CCOC(=O)CSc1nc2ccc(S(=O)(=O)N3CCOCC3)cc2[nH]1	1%	i	9%	0%	0	-5%	-2%	4%	-32%
C[C@@H]1[C@H](c2ccccc2)Oc2ccc(Cl)cc2S(=O)(=O)N1CC1CCCN1C(=O)OC(C)(C)C (some centres not stated)	-3%	i	0%	10%	8	?	3%	1%	-28%
COc1ccc(-c2[nH]nc3c2C(c2ccoc2)C(C#N)=C(N)O3)cc1 (configuration not stated)	2%	i	3%	2%	6	15%	5%	-9%	-2%
Cc1cccc(CN2CCN(C3CN(Cc4cn(Cc5cccc(Cl)c5)nn4)S(=O)(=O)C3)CC2)c1 (configuration not stated)	nt	?	2%	nt	4	?	-1%	?	nt
COc1ccc(C2CC(=O)N(CCCN(C)CCc3ccc(OC)c(OC)c3)C2)cc1 (configuration not stated)	-10%	i	0%	18%	3	-4%	-3%	nt	7%
O=c1cc(CSc2nnnn2-c2ccccc2)nc2scc(-c3ccccc3)n12	23%	i	-1%	28%	0	13%	-7%	-2%	-1%
Cc1ccc(S(=O)(=O)N(C)CC(=O)NCc2ccncc2)cc1	-15%	i	10%	4%	11	-2%	0%	1%	5%
COC(=O)c1ccccc1NC(=O)Cn1c(=O)n(CCC(=O)NCc2ccccc2OC)c(=O)c2ccccc21	nt	i	nt	nt	nt	23%	nt	11%	-26%
O=C(Nc1ccccc1)O/N=C1\CCCCC1c1ccc([N+](=O)[O-])cc1[N+](=O)[O-] (configuration not stated)	-3%	i	-3%	4%	-12	-2%	-2%	-7%	1%
Cc1ccsc1C(=O)OCC(=O)Nc1cccc(S(=O)(=O)N2CCOCC2)c1	-6%	i	0%	-5%	-1	20%	5%	?	9%
O=C(OCc1ccc(Cl)c(Cl)c1)c1ccccn1	-5%	i	4%	-2%	-3	-19%	18%	1%	-10%
CCOc1ccc(Oc2ccccc2NC(=O)CSCC(=O)Nc2cc(C)on2)cc1	0%	i	?	20%	5	?	?	-23%	-23%
CCOc1cc(C=NNC(=O)c2cccc(S(=O)(=O)N3CCCC3)c2)ccc1O	-2%	i	0%	-4%	-2	-3%	-7%	nt	-20%
N#Cc1cc2cc3c(cc2nc1SCC(=O)OC1CCCCC1)OCO3	-1%	i	7%	28%	18	3%	9%	2%	16%
CC(C)C(=O)NC(=S)Nc1nnn(C)n1	3%	i	17%	10%	10	19%	14%	3%	2%
COc1cc(C(O)C(=O)O)ccc1O (configuration not stated)	-11%	i	1%	-19%	14	0%	-3%	6%	-1%
CCN(CC)C(=O)C(=O)Nc1cc(C(F)(F)F)ccc1Cl	3%	i	5%	?	12	13%	5%	-8%	10%
O=C(CSc1nc2ccccc2c(=O)n1CCCO)Nc1ccc2c(c1)OCCO2	9%	i	-24%	?	-18	-30%	-19%	0%	0%
COc1ccc(-n2nc(C(=O)NCC(=O)Nc3cccc(C)n3)c3ccccc3c2=O)cc1	-3%	i	2%	4%	7	-4%	7%	-6%	-4%
Cn1c(N2CCN(C(c3ccccc3)c3ccccc3)CC2)nc2ccccc21	?	i	?	23µM*	-84*	?	?	?	-20%
COc1ccc(CNC(=O)CCC(=O)Nc2cccnc2)cc1	?	i	3%	-20%	19	5%	1%	-1%	9%
COc1ccc(OC)c2[nH]c(=O)c(CCNC(=O)C(C)(C)C)cc12	-5%	i	23%	-3%	-4	10%	3%	8%	10%
O=C(O)c1ccccc1NS(=O)(=O)c1ccc(N/N=C/c2ccc(O)c(O)c2)c([N+](=O)[O-])c1	-3%	i	8%	-3%	0	2%	-3%	4%	-1%
COc1ccc(CN2C(=O)c3ccccc3C(/C=N\OCc3ccc(C)cc3)C2=O)cc1 (configuration not stated)	0%	i	-22%	-6%	26	21µM*	-21%	-4%	-3%
Cc1cc(C(=O)N/N=C/c2ccc([N+](=O)[O-])cc2)c(C)o1	0%	i	-28%	-12%	-14	7%	0%	-9%[11.3 µM]	-5%
COc1cc(NC(=O)Cc2ccc([N+](=O)[O-])cc2)c(C(=O)O)cc1OC	-1%	i	6%	19%	i	1%	12%	9%	-2%
O=C(O)CCSc1nc(C(F)(F)F)cc(=O)n1-c1ccccc1	4%	i	14%	3%	0	-4%	5%	-10%	-7%
O=C(NCC(=O)N(Cc1cccs1)C(C(=O)NC1CCCC1)c1ccco1)c1cccs1 (configuration not stated)	1%	i	16%	1%	-11	-16%	9%	3%	3%
N#CCSCC(=O)Nc1ccc(F)cc1	-9%	i	13%	1%	-6	6%	11%	1%	-3%
O=C1NC(Cc2ccccc2)c2nc3ccccc3c(=O)n2-c2ncccc21 (configuration not stated)	nt	i	-6%	nt	7	-5%	-2%	9%	2%
COc1ccc(-c2cc(C(=O)OCC(=O)N3CCCCC3)c3ccccc3n2)cc1OC	4%	?	10%	?	12	4%	-3%	-24%	2%

4 successive records out of the list so far:
SMILES	SW480 rerep	ATXN viability	HT1080 IDH1KD tx	MCF10A rerep	IL-1B inflam inh	KB-3-1 cytotox	HT1080NT lethal	ATXN2 expr inh	HepG2 tox
O=C(NCC(=O)N(Cc1cccs1)C(C(=O)NC1CCCC1)c1ccco1)c1cccs1 (configuration not stated)	1%	i	16%	1%	-11	-16%	9%	3%	3%
N#CCSCC(=O)Nc1ccc(F)cc1	-9%	i	13%	1%	-6	6%	11%	1%	-3%
O=C1NC(Cc2ccccc2)c2nc3ccccc3c(=O)n2-c2ncccc21 (configuration not stated)	nt	i	-6%	nt	7	-5%	-2%	9%	2%
COc1ccc(-c2cc(C(=O)OCC(=O)N3CCCCC3)c3ccccc3n2)cc1OC	4%	?	10%	?	12	4%	-3%	-24%	2%

(cont.)
SMILES	SW480 rerep	ATXN viability	HT1080 IDH1KD tx	MCF10A rerep	IL-1B inflam inh	KB-3-1 cytotox	HT1080NT lethal	ATXN2 expr inh	HepG2 tox
COCCN(C(=O)C1CC(=O)N(Cc2ccccc2)C1)c1nc(-c2ccc([N+](=O)[O-])cc2)cs1 (configuration not stated)	-3%	i	-24%	24%	-16	?	-17%	-33%	-16%
COCCN1C(=O)c2oc3ccccc3c(=O)c2C1c1ccc(C(=O)OC)cc1 (configuration not stated)	-5%	i	-1%	8%	-17	-5%	0%	-2%	0%
O=C(Cn1cnc2cc([N+](=O)[O-])ccc2c1=O)NC(c1ccccc1)c1ccccc1	3%	i	-16%	4%	8	22%	-4%	-11%	-4%
CC1CCCN(C(=O)c2nn(C)c3c2CSc2ccccc2-3)C1 (configuration not stated)	-11%	i	8%	-2%	-8	17%	22%	38%	2%
CNc1cnc(-c2cccc(C(=O)N3CCOCC3)c2)cn1	nt	i	15%	nt	11	-1%	0%	6%	-11%
N#Cc1ccsc1NC(=O)COC(=O)c1cc(Br)ccc1O	-95%[inhibitor]	i	1%	-16%	8	-5%	8%	33%[activator]	18%
O=C(Nc1ccc(N2CCOCC2)cc1)C1CCN(S(=O)(=O)c2ccccc2F)CC1	-35%[inhibitor]	i	-4%	-2%	0	-3%	-12%	nt	-12%
CN(Cc1ccccc1)S(=O)(=O)c1ccc(S(=O)(=O)N(Cc2ccc(F)cc2)C2CCCC2)cc1	0%	i	7%	22%	11	22%	0%	-4%	-30%
CCC1CCCCN1C(=O)c1ccc2c(c1)C(=O)N(c1ccc(C)cc1)C2=O (configuration not stated)	-11%	i	0%	-4%	14	9%	8%	-13%	-4%
C=CCc1ccccc1OCC(O)CN1CCN(c2ccc(OC)cc2)CC1 (configuration not stated)	3%	i	3%	16%	-22	-27%	0%	-2%	-43%
COc1ccc(CCNC(=O)Nc2nc(C(N)C3CCCCC3)cs2)cc1OC (configuration not stated)	nt	i	?	nt	-52*	?	?	-17%	-35%

Whole records, looked up by structure. Screens in order: SW480 rerep	ATXN viability	HT1080 IDH1KD tx	MCF10A rerep	IL-1B inflam inh	KB-3-1 cytotox	HT1080NT lethal	ATXN2 expr inh	HepG2 tox
CCOC(=O)CSc1nc2ccc(S(=O)(=O)N3CCOCC3)cc2[nH]1 is entered as 1%	i	9%	0%	0	-5%	-2%	4%	-32%
O=c1cc(CSc2nnnn2-c2ccccc2)nc2scc(-c3ccccc3)n12 is entered as 23%	i	-1%	28%	0	13%	-7%	-2%	-1%

A different layout for two compounds above:
O=C(Cn1cnc2cc([N+](=O)[O-])ccc2c1=O)NC(c1ccccc1)c1ccccc1
  SW480 rerep = 3%	ATXN viability = i	HT1080 IDH1KD tx = -16%	MCF10A rerep = 4%	IL-1B inflam inh = 8	KB-3-1 cytotox = 22%	HT1080NT lethal = -4%	ATXN2 expr inh = -11%	HepG2 tox = -4%

CC1CCCN(C(=O)c2nn(C)c3c2CSc2ccccc2-3)C1 (configuration not stated)
  SW480 rerep = -11%	ATXN viability = i	HT1080 IDH1KD tx = 8%	MCF10A rerep = -2%	IL-1B inflam inh = -8	KB-3-1 cytotox = 17%	HT1080NT lethal = 22%	ATXN2 expr inh = 38%	HepG2 tox = 2%
